PRMT1 FP inh: inhibitors of human PRMT1. AID 652257. actives 1.3% (n = 370,000). inhibition, % at 2.79 µM. recombinant PRMT1, activity-based probe fluorescence polarization. Q99873;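 active means inhibition above about 21% made by adding two undisclosed values, limit read from the data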
Target sequence (Q99873 whole entry, looked up): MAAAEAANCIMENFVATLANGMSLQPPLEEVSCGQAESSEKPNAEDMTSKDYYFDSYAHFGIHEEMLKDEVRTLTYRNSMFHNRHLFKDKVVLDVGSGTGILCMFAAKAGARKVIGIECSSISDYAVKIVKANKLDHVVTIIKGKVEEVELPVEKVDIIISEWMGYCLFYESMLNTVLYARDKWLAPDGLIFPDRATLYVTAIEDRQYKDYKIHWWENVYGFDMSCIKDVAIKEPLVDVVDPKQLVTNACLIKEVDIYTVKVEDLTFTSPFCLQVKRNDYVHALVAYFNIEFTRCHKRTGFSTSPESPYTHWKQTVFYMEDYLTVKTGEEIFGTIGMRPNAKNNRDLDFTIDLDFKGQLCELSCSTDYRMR
Tn6 DDE FP: inhibitors of Tn6 peptide binding to human fibrin DD(E). P02675. Fibrin DD(E) TRITC-Tn6 fluorescence polarization displacement. inhibition, % at 8.3 µM. actives 0.21% (n = 370,000). AID 720509;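 active means inhibition above a per-campaign cutoff: mean of compounds within control limits plus 3 SD, cut at about 15% in these data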;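 further: 0% = median of all compound wells on the plate and 100% = blocking peptide control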
LEDGF integ inh: blocks HIV-1 LEDGF/p75-dependent DNA integration; TR-FRET IN-LEDGF/p75 DNA integration, Eu/Cy5; actives 0.64% (n = 370,000); inhibition, % at 3.7 µM; AID 743269;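 active means inhibition above the screen-wide mean plus 3 SD, cut at about 13% in these data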;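 further: signal is the Cy5 over europium emission ratio at 671 and 618 nm; 0% = plate median of compound wells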
MBD2 DNA inh: blocks human MBD2 binding to methylated DNA | actives 0.31% (n = 370,000) | inhibition, % at 4.4 µM | TR-FRET, MBD2 binding to methylated oligonucleotide | Q9UBB5; in the data active means inhibition above about 13%
TCR-CD3 inh: blocks the human TCR-CD3 interaction; TAMRA-labeled TCR probe fluorescence, biochemical; inhibition, % at 9.4 µM; actives 0.37% (n = 360,000); AID 651800; in the data active means inhibition above about 19%;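 further: recombinant mutant TCR 2C K166C tagged with TAMRA read by polarization; 0% = receptor in buffer alone and 100% = receptor with positive control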
UHRF1 MBD2 ctr: UHRF1 methyl-DNA binding inhibition; UHRF1 binding to methylated oligo, TR-FRET; inhibition, % at 4.4 µM; actives 0.75% (n = 370,000); in the data active means inhibition above about 21%;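 further: UHRF1 SRA domain binding a hemimethylated CpG hairpin DNA probe; 0% = median of test compound wells and 100% = reference inhibitor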
KLK7 zymogen act: activators of human kallikrein-7 zymogen; P49862; purified proKLK7, EDANS-DABCYL substrate fluorescence; 100% is mature enzyme control, 0% vehicle; activation, % at 7 µM; actives 0.9% (n = 370,000); AID 652039;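 active means activation above the mean of all tested compounds plus 3 SD, computed per campaign excluding outliers beyond control limits, cut at about 13% in these data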
SIAE primary: blocks human sialic acid acetylesterase. SIAE FP-Rh probe binding, fluorescence polarization. inhibition, % at 9.66 µM. actives 0.69% (n = 370,000);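 active means inhibition above a cutoff: mean of compounds within the control limits plus 3 SD of those, cut at about 17% in these data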;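 further: 0% = plate median of compound wells and 100% = probe without SIAE protein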
Target sequence (Q9HAT2 whole entry, looked up): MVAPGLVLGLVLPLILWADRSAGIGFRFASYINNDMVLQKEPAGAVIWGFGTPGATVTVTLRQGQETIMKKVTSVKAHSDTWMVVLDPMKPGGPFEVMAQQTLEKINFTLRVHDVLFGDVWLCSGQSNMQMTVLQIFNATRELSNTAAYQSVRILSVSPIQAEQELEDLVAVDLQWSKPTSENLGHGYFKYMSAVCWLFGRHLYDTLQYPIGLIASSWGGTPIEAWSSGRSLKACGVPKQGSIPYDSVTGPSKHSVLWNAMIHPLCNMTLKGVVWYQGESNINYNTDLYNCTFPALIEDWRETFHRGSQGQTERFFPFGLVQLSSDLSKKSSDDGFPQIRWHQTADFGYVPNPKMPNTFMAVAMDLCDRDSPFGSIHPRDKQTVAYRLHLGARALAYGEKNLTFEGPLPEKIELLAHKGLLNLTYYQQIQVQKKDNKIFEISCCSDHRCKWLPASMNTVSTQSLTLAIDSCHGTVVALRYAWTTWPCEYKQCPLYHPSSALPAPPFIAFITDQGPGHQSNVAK
DDE Tn7 FP inh: disrupts Tn7 cyclic peptide binding to fibrin D-Dimer-E complex; actives 0.13% (n = 370,000); FP displacement of FITC-Tn7 peptide from fibrin DD(E); 0% = median of compound wells per plate; P02675; AID 720508; inhibition, % at 8.3 µM;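 active means inhibition above the mean of compounds falling within the control limits plus 3 SD of them, cut at about 14% in these data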;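 further: 0% = plate median of compound wells and 100% = 10 µM Aha-Tn7 peptide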
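Assay system: Fibrin-DD(E) protein isolated from polymerized human fibrin clots; read-out basis: percent inhibition; medium: Tris/NaCl/CaCl2 buffer, pH 7.8; signal: FP measurement; incubation: 10 min plus 3 h, room temperature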
TDP2 inh: blocks human TDP2 phosphodiesterase activity; recombinant TDP2, T5PNP hydrolysis, p-nitrophenol absorbance 415 nm; O95551; actives 0.34% (n = 370,000); inhibition, % at 12.8 µM; AID 720702;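 active means inhibition above the mean of all tested compounds plus 3 SD, set per campaign, cut at about 25% in these data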;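 further: 0% = DMSO with enzyme and 100% = buffer with substrate but no TDP2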
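Incubation: 2 h at 37 °C; Test system: recombinant human TDP2; Quantity: enzyme 120 nM; Read-out basis: percent inhibition; Medium: 50 mM Tris-HCl pH 7.5 with Mg2+, KCl, DTT, BSA; Repeats: single replicate; Compound: 12.8 µM single point, 1% DMSO; Signal: epi absorbance; Reagent: 5 mM T5PNP chromogenic substrate; Benchmarks: no-enzyme high, DMSO-plus-enzyme low.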
Starred values were filed as active, the others as inactive; / = not tested or not shown.

SMILES	PRMT1 FP inh	Tn6 DDE FP	LEDGF integ inh	MBD2 DNA inh	TCR-CD3 inh	UHRF1 MBD2 ctr	KLK7 zymogen act	SIAE primary	DDE Tn7 FP inh	TDP2 inh
C/C(=N\OC(=O)c1ccc(F)cc1)c1ccc(F)c(F)c1	-1.4	3.1	3.7	2.1	10.8	-2.9	0.0	4.7	-6.0	-12.5
Cc1c(NC(=S)NC(=O)c2sc3ccccc3c2Cl)cccc1C(=O)O	2.2	3.0	-6.0	2.2	1.5	1.6	-0.2	-5.3	9.6	-5.8
O=C(O)c1c(Cl)cccc1Cl	0.0	3.8	0.6	-1.2	3.7	3.0	-0.3	1.0	-10.3	-6.0
COCCSc1ccccc1C(=O)Nc1ccc(Cl)cn1	1.5	8.4	0.9	2.1	0.7	1.7	0.3	-4.0	-7.2	1.4
O=C(NCc1ccco1)c1cc(-c2ccc(F)cc2)on1	3.1	12.5	-1.8	-1.4	4.6	-2.8	-0.1	-3.6	2.8	7.7
CN1C[C@@H]2[C@@H]3C(=O)N(C)C(=O)[C@@H]3[C@](C)(C1=O)N2C(=O)c1ccc(F)cc1	-1.0	2.3	-1.8	-0.6	3.8	-1.0	-0.2	3.1	3.3	-7.3
Cc1ccc(C=O)c([B-](F)(F)F)c1	-4.4	2.7	7.0	0.1	-8.9	1.4	0.2	1.9	-4.6	-21.7
Cc1ccc(N(CC(=O)NC(C)(C)C)C(=O)CNC(=O)c2cccs2)cc1C	-1.7	0.5	3.2	6.4	-8.1	3.0	0.1	-5.2	-2.0	4.8
CCC(C)Nc1cc(C)nc2ncnn12 (stereo unspecified)	1.6	3.1	-4.9	-3.7	0.8	0.6	-0.5	-3.6	4.2	-7.4
Cc1ccc(C(C)(C)C)c(SCC(=O)Nc2nnc(C)s2)c1	0.1	-1.0	2.0	-4.3	0.1	-0.4	0.9	6.3	-6.3	4.2
COc1cc(C(C(=O)NC2CCCC2)N(C(=O)c2snc(C(N)=O)c2N)C2CCCC2)cc(OC)c1OC (stereo unspecified)	-1.1	-4.3	4.5	2.4	-2.9	2.0	0.8	2.6	0.6	-1.6
COc1ccccc1CN1C(=O)[C@@H]2C(CCC(N)=O)NC3(C(=O)Nc4c3ccc(Cl)c4C)[C@@H]2C1=O (stereo partly specified)	-2.0	2.0	1.3	-4.3	4.2	1.1	0.4	3.0	3.1	-1.0
Cc1ccn2cc(-c3cccc(NC(=O)C(C)C)c3)nc2c1	2.8	-17.9	-3.6	0.9	-7.3	6.5	0.5	-0.7	-8.1	-11.7
Cc1cc(C)n(C(N)=NC(=O)c2ccccc2)n1	6.2	-3.9	-7.6	2.5	2.1	1.0	-0.5	0.8	-6.4	0.7
Cc1ccc(S(=O)(=O)N2CCOCC2)cc1C(=O)Nc1ccc(N2CCCCCC2)cc1	1.1	-2.1	-4.3	-0.5	3.8	-3.2	-0.4	10.7	-0.5	-0.6
CC(C)(C)NC(=O)NC(=O)COC(=O)c1ccc2c(c1)S(=O)(=O)N=C1CCCCCN12	-1.0	5.3	4.4	-8.5	-3.1	0.6	-0.3	7.4	8.3	0.4
COC(=O)c1c(C)[nH]c(C(=O)/C=C/c2ccccc2)c1C	-2.2	-3.1	-1.4	-2.0	0.1	0.1	-0.2	3.1	-2.8	11.6
COc1cc(/C=N/N(C)c2ccccc2)cc(Cl)c1O	7.2	-1.0	0.4	-3.3	2.4	0.4	-0.3	5.0	-3.8	3.5
CCn1c(CNc2nc(-c3ccccc3)cs2)nnc1SCC(=O)NCc1ccco1	2.7	6.9	5.4	-6.6	-3.1	0.2	0.5	0.7	2.0	2.2
CC1(C)CC(=O)C=C(NCCN2CCN(C(=O)Nc3ccc(Cl)c(Cl)c3)CC2)C1	-2.8	0.5	-0.6	-3.3	0.4	1.3	0.7	-3.8	-9.1	-0.7
CCOC(=O)C[C@H]1c2ccc(C(F)(F)F)cc2S(=O)(=O)N1c1cccc(OC)c1	0.8	-2.0	-3.4	-0.1	-4.9	0.9	0.6	-5.8	9.2	-3.7
Cc1ccc(SCc2nnc(N)s2)cc1	-2.3	-4.6	0.9	-2.7	-1.4	-0.5	0.1	1.7	7.2	0.3
O=C(COc1ccc(Cl)cc1)Nc1cnn(Cc2c(Cl)cccc2Cl)c1	-2.1	-4.4	1.9	-4.6	-1.2	0.1	0.4	1.1	1.7	1.2
N#Cc1sc2nc(N3CCCCC3)c3c(c2c1N)CCCC3	-1.3	6.7	1.7	-2.0	6.8	-1.6	-0.3	4.7	1.7	-1.7
O=C(Cn1ncc2c3ccccc3n(Cc3cccc(Cl)c3)c2c1=O)NCc1ccccn1	-1.2	-5.9	2.1	5.4	-2.0	-1.9	-1.5	-1.9	2.0	3.2
Further structures.
SMILES	PRMT1 FP inh	Tn6 DDE FP	LEDGF integ inh	MBD2 DNA inh	TCR-CD3 inh	UHRF1 MBD2 ctr	KLK7 zymogen act	SIAE primary	DDE Tn7 FP inh	TDP2 inh
CC(C)(CC(=O)O)CC(=O)N1CCCN(c2nc3ccc(Cl)cc3s2)CC1	2.1	-5.0	-1.8	-4.2	-1.6	-1.0	-0.3	3.3	2.0	-0.9
COCCN(C(=O)c1snc(C(N)=O)c1N)C(C(=O)NC1CCCCC1)c1ccc(OC)c(OC)c1 (stereo unspecified)	3.6	1.9	-0.7	2.6	-8.1	3.0	2.3	9.7	3.5	-9.2
COc1ccc(C(=O)CC(=O)C(=O)Nc2ccc(C)c(C)c2)cc1	-0.4	-1.2	7.1	-0.2	-1.8	2.9	-1.1	-0.5	0.0	-5.2
CCC(=O)N(CCC(c1ccc(C)cc1)c1ccco1)Cc1ccco1 (stereo unspecified)	-3.7	-4.4	3.1	-6.5	-6.3	2.3	0.9	-5.3	-4.7	-4.7
O=C(CSc1ccc2nnc(-c3ccncc3)n2n1)NCC1CCCO1 (stereo unspecified)	4.3	0.3	-3.3	4.6	-9.2	3.9	0.1	-1.9	1.3	4.6
O=C(Cc1ccc(NC(=O)C2CCCN(C(=O)C3CCCCC3)C2)cc1)Nc1cccc(C(=O)N2CCCC2)c1 (stereo unspecified)	0.7	0.7	-3.5	-3.3	1.4	-0.8	0.8	-1.3	3.6	-9.9
CCCCn1c(SCC(=O)Nc2oc(C)c3c(C)n[nH]c(=O)c23)nc2cc(S(N)(=O)=O)ccc21	1.6	-0.9	0.0	-4.0	-5.2	-1.3	1.7	-6.4	5.0	9.0
COc1ccc(Cl)cc1NC(=O)C1Cc2cc(S(=O)(=O)N3CCCC3)ccc2N1C(C)=O (stereo unspecified)	-3.4	1.6	3.8	-8.0	7.8	-1.8	0.3	3.5	6.2	0.8
CC(=O)Nc1ccc2nc(NC(=O)COc3ccc(C)cc3)sc2c1	-2.0	0.5	-1.7	10.8	-1.1	1.5	-0.3	-9.1	8.5	7.7
COc1ccc(Nc2nc(C)cc(C)c2C#N)c(OC)c1	-0.2	0.3	3.0	1.8	0.4	0.8	-0.4	6.4	2.8	9.5
Cc1ccc(NS(=O)(=O)c2c(F)cc(F)c(Cl)c2F)cc1S(=O)(=O)N1CCOCC1	-0.2	7.9	0.1	2.1	-0.7	4.0	0.1	-5.1	1.9	-11.7
O=C(NCc1cccc(C(F)(F)F)c1)c1ccc2nc([C@@H]3O[C@H](CO)[C@@H](O)[C@H]3O)[nH]c2c1	-2.2	2.7	0.7	3.2	4.4	-2.6	0.1	3.7	3.3	5.8
COc1ccc(NC(=O)Cn2c(C)csc2=O)c(OC)c1	6.7	5.5	1.2	-1.5	3.3	0.3	-0.9	5.5	-5.0	-2.8
C[C@]1(C(=O)NCc2cc(F)cc(C(F)(F)F)c2)C=C[C@@H](Cc2ccccc2)N1C(=O)c1ccccc1	0.4	7.1	0.4	4.9	-8.9	2.5	-0.1	-7.2	6.8	-7.4
COC(=O)C1CN(Cc2cn(Cc3ccccc3)nn2)CCS(=O)(=O)N1Cc1ccc(F)cc1 (stereo unspecified)	-1.4	6.7	-1.8	10.2	/	15.7	0.3	0.2	3.4	-5.9
CCN(CC)S(=O)(=O)c1ccc(=O)n(CC(=O)N2CCCc3cc(C)ccc32)c1	1.9	-7.6	-1.9	1.2	-3.9	-0.3	1.1	2.4	-2.6	5.7
O=C(Nc1ccccc1)O[C@@H]1C[C@H]2CCCC(=O)N3CC[C@@H](C1)[C@@H]23	0.6	7.7	2.1	7.8	3.5	4.2	0.0	-2.4	0.6	0.6
Cc1ccccc1/C=C1\C(=O)Nc2ccc(F)cc21	2.2	5.6	2.6	-2.6	2.9	2.2	-0.8	-6.3	-0.7	-11.1
COc1cccc(NC(=O)C2(C)CCN2Cc2ccc3ccccc3c2)c1 (stereo unspecified)	-3.0	-1.6	0.9	-6.3	-0.8	0.4	1.1	-3.8	-6.5	-3.6
CCc1ccc(/C=C\C(=O)N2CCc3ccccc3C2)cc1	1.1	8.6	-1.8	2.7	4.2	-1.0	0.0	-3.1	-6.3	6.7
OC1CCCN(Cc2ccc3c(c2)Cc2ccccc2-3)C1 (stereo unspecified)	0.0	7.1	-1.1	0.8	1.2	2.7	-0.4	1.7	-6.4	-1.8
O=C(Nc1nnc(-c2ccco2)s1)c1ccccc1	9.8	3.1	0.1	0.4	6.4	-2.1	0.5	1.0	4.0	2.3
O=C(NCCc1cccs1)C1CC(c2cccc([N+](=O)[O-])c2)=NO1 (stereo unspecified)	0.7	-1.0	-2.8	-3.6	-4.2	-2.4	-0.1	1.1	-5.7	-6.5
Cc1nn2c(N3CCN(C)CC3)c3c(nc2c1-c1ccccc1)CCCC3	1.2	-5.1	1.0	1.6	5.7	-1.1	1.1	2.4	-4.8	6.1
C=CCOc1cccc(CNc2cccc(C(=O)O)c2)c1	-4.8	2.9	-4.0	-1.6	1.5	-2.7	-0.5	7.3	-9.7	-11.5
CC(C)Oc1cccc(C(=O)NC(=S)Nc2ccc3c4c(cccc24)CC3)c1	0.9	3.3	-0.3	4.9	-7.5	1.0	-0.2	-5.5	5.1	-1.3
CC(=O)Nc1ccc(O)c(-c2nc3ccccc3s2)c1	0.5	-3.5	-4.7	1.1	3.0	38.9*	-152.7	6.0	-1.5	-1.5

Part of the list above in order of number of heavy atoms, ascending.
SMILES	PRMT1 FP inh	Tn6 DDE FP	LEDGF integ inh	MBD2 DNA inh	TCR-CD3 inh	UHRF1 MBD2 ctr	KLK7 zymogen act	SIAE primary	DDE Tn7 FP inh	TDP2 inh
COc1ccc(NC(=O)Cn2c(C)csc2=O)c(OC)c1	6.7	5.5	1.2	-1.5	3.3	0.3	-0.9	5.5	-5.0	-2.8
O=C(NCCc1cccs1)C1CC(c2cccc([N+](=O)[O-])c2)=NO1 (stereo unspecified)	0.7	-1.0	-2.8	-3.6	-4.2	-2.4	-0.1	1.1	-5.7	-6.5
CC(=O)Nc1ccc2nc(NC(=O)COc3ccc(C)cc3)sc2c1	-2.0	0.5	-1.7	10.8	-1.1	1.5	-0.3	-9.1	8.5	7.7
CCC(=O)N(CCC(c1ccc(C)cc1)c1ccco1)Cc1ccco1 (stereo unspecified)	-3.7	-4.4	3.1	-6.5	-6.3	2.3	0.9	-5.3	-4.7	-4.7

Screening results deposited in PubChem by The Scripps Research Institute Molecular Screening Center.
